# FEN1 inh: human FEN1 inhibition. 0.35% of 390,000 active. Potency, µM (series often up to 114 µM), for inactives: top-dose activity change, negative = inhibition, most hits filed as inhibitors. Recombinant FEN1 flap cleavage, fluorescence, 15 min. P39748; note: nearly all actives have a fitted effect of over 65% in size
#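 Compounds are tested as a concentration series against 10 nM FEN1; after a 15 min room-temperature preincubation, 50 nM substrate starts cleavage, with plate reads at 0 and 15 min. Normalized responses are fitted by a Hill equation.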
# N370S GC: inhibits or activates N370S mutant glucocerebrosidase. P04062. N370S GC spleen homogenate, 4MU-glucoside fluorescence. Potency, µM (titrated, usually from 59.4 µM), without a hit: at the highest dose activity change, negative = inhibition, most hits filed as inhibitors. 0.092% of 330,000 active;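 note: 0% = full enzyme activity and -100% = no enzyme basal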
# KAT2A inh: inhibitors of human GCN5L2 histone acetyltransferase; GCN5L2 HAT assay, ThioGlo1 CoA-SH fluorescence; Potency, µM (highest dose often 58.9 µM), for inactives: top-dose activity change, negative = inhibition, most hits filed as inhibitors; 0.21% of 390,000 active; AID 504327
# Target sequence (Q92830 whole entry, looked up): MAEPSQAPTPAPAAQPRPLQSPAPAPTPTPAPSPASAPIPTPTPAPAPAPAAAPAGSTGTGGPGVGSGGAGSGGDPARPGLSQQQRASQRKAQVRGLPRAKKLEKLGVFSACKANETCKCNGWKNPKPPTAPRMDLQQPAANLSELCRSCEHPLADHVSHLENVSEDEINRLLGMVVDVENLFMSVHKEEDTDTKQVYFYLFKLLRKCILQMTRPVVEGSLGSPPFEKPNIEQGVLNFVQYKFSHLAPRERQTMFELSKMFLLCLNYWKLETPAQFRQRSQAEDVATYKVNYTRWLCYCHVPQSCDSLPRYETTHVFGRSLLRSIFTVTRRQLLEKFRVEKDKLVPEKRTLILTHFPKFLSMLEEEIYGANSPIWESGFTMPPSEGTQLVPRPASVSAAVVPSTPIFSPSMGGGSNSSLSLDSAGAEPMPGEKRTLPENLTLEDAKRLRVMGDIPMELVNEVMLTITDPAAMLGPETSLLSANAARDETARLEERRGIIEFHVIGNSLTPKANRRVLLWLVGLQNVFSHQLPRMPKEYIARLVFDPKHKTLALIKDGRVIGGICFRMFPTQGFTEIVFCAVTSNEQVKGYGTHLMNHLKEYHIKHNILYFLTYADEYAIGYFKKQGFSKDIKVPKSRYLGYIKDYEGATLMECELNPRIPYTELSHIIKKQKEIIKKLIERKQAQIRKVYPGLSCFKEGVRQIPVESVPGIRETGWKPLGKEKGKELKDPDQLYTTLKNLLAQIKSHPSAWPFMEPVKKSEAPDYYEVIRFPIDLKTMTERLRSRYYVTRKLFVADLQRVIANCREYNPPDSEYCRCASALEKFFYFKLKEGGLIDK
#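 Compounds, pin-transferred from DMSO stocks, meet 20nM GCN5L2 for 15 min before the reaction begins with H3(1-25) peptide (75uM) and acetyl-CoA (70uM). Thiol-reactive ThioGlo1 reports CoA release over 20 min at room temperature.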
# Active calls of the source: *; ? = inconclusive; / = no result given; [ ] = another dose, or the depositor's remark. Calls come from the whole dose curve; as a rule, active = well fitted curve in the direction sought with a large enough effect; inconclusive = small, poorly fitted or top-dose-only effect, or another doubt; inactive = no such curve, though single readings can be large; an effect the other way counts as inactive or inconclusive. Unless noted, % is set by controls: 0 for no effect and ±100 for the full control effect; potency is the fitted concentration of half-maximal effect.
# The line under a structure holds: FEN1 inh, N370S GC, KAT2A inh
CCCCc1cc(=O)oc2cc(C)cc(OCC(=O)NCc3ccccn3)c12
→ 5.4%, -0.3%, -7.8%
COc1cc(-c2nnc(COC(=O)CSCC(=O)Nc3cc(C)on3)o2)cc(OC)c1OC
→ 2.6%, 3.5%, -5.4%
c1ccc(-c2noc(C3CCC3)n2)nc1
→ -1.2%, -4.0%, -19.0%
O=C1N=C(N2CCOCC2)S/C1=C/c1ccc(-c2ccc(F)cc2)o1
→ 11.4%, 0.1%, 22.4µM*
CC(NC(=O)NNC(=O)c1ccncc1)(C(F)(F)F)C(F)(F)F
→ 8.9%, 3.2%, -7.8%
COc1ccccc1NC1CCCCC1NS(=O)(=O)c1ccc(C)cc1 (stereo not drawn)
→ 7.3%, -4.9%, -11.4%
O=C1N[C@@H](Cc2ccccc2)COC(=O)[C@H](Cc2ccc(F)cc2)C/C=C\C[C@H]1CC(=O)N(CCO)Cc1ccccc1
→ ?, /, -9.7%
CCCCCCC1(C)NC(=S)N(c2ccccc2)N1 (stereo not drawn)
→ 1.8%, 8.8%, ?
Cc1noc(C)c1NC(=O)N(C)C[C@@H]1Oc2ccc(NS(=O)(=O)c3c(C)noc3C)cc2C(=O)N([C@H](C)CO)C[C@H]1C
→ -16.7%, /, -0.1%
CCN(CC)c1ccc(/C=N/NC(=O)Cc2cccs2)cc1
→ -10.9%, 8.3%, 3.0%
O=C(NCCc1ccccc1)C1CCC(Cn2c(=O)c3ccccc3n(Cc3cccnc3)c2=O)CC1 (stereo not drawn)
→ 2.9%, -6.0%, -5.7%
CCOc1ccccc1C(=O)Nc1ccc(S(=O)(=O)Nc2nccc(C)n2)cc1
→ -7.7%, -4.9%, -3.1%
Cc1cc(C(=O)OCC(=O)NC2CC2)ccc1[N+](=O)[O-]
→ -8.4%, /, 1.1%
CCOc1ccc2nc(SCC(=O)Nc3ccc(S(=O)(=O)N4CCCC4)cc3)c(C)cc2c1
→ 39.8µM*, 18.1%, 33.9%
CC(C)CN(C(=O)COC(=O)c1ccccn1)c1c(N)n(Cc2ccccc2)c(=O)[nH]c1=O
→ 10.6%, -2.1%, -8.3%
O=C(O)CC1=C(O)C(=O)N(c2ccccc2)C1c1ccc(Cl)cc1 (stereo not drawn)
→ -10.7%, 2.6%, -5.7%
COc1cc2c(cc1OC)C(=O)N1[C@H]3c4ccccc4OC[C@@H]3[C@H](c3ccccc3)[C@]1(C)C(=O)N2
→ -1.2%, -7.3%, -7.5%
Cc1cc(C(=O)COC(=O)C2=NN(c3ccccc3)C(=O)CC2)c(C)n1CC(F)(F)F
→ 4.6%, -14.0%, -12.1%
CCCCn1c(-c2nn(C)c(C)c2Cl)n[nH]c1=S
→ -2.0%, -2.4%, ?
O=C(c1csc2c1CCCC2)N1CCN(c2ccc(F)cc2)CC1
→ -1.8%, 4.2%, -4.3%
COc1ccccc1NC(=O)C(C)OC(=O)c1cccc(-n2cnnn2)c1 (stereo not drawn)
→ -13.3%, -10.2%, -0.1%
CCCN1C(=O)/C(=C2\SC(N3CCCCC3)=NC2=O)c2ccccc21
→ -29.2%, ?, -7.5%
O=C(O)c1c(Cl)nc2ccccn12
→ -3.0%, -6.2%, -17.7%
N#Cc1ccccc1-c1nc(NCCN2CCOCC2)c2ccccc2n1
→ /, -5.9%, -10.6%
Cn1c(CCNC(=O)c2ccco2)nc2cc(NC(=O)c3ccccc3)ccc21
→ -14.4%, ?, 0.6%
COc1cccc(C2CC(=O)N3CN(c4cccc(Cl)c4C)CSC3=C2C#N)c1OC (stereo not drawn)
→ -25.0%, -7.6%, 22.4µM*
Cc1ccc2nc3sc(C(=O)NCc4ccco4)c(N)c3cc2c1
→ 4.5%, -1.4%, -3.9%
CCCc1nc2ccccc2n1CC(O)COc1ccc(C(=O)OC)cc1 (stereo not drawn)
→ -12.0%, /, -3.3%
Clc1ccc(-c2nc3ccccn3c2Nc2ccc3c(c2)OCCO3)s1
→ -7.9%, /, -8.7%
O=C1Nc2ccccc2C12OCCCCO2
→ 1.0%, 3.8%, 1.9%

# Molecules listed so far that contain a cyano group (two):
# The line under a structure holds: FEN1 inh, N370S GC, KAT2A inh
N#Cc1ccccc1-c1nc(NCCN2CCOCC2)c2ccccc2n1
→ /, -5.9%, -10.6%
COc1cccc(C2CC(=O)N3CN(c4cccc(Cl)c4C)CSC3=C2C#N)c1OC (stereo not drawn)
→ -25.0%, -7.6%, 22.4µM*

# Further records.
# The line under a structure holds: FEN1 inh, N370S GC, KAT2A inh
O=C(COC(=O)c1nc(Cl)ccc1Cl)NC(=O)c1ccccc1
→ -13.8%, 1.2%, 1.7%
COc1ccc(N2CCN(Cc3cc(=O)c(OCC(=O)Nc4ccccc4)co3)CC2)cc1
→ 1.0%, -6.8%, -0.7%
O=C(CSc1ccc(Cl)cc1)Nc1nnc(-c2cccc([N+](=O)[O-])c2)s1
→ 0.9%, 5.6%, -9.8%
COc1cc(-c2ccc(NC(=O)NC3CC3)c(OC)c2)ccc1NC(=O)NC1CC1
→ /, 0.7%, -4.7%
O=C1NC(=O)/C(=C/c2ccccc2Cl)N1
→ 1.3%, ?, -3.0%
C=CCC1NS(=O)(=O)OCC1C(C)C (stereo not drawn)
→ 18.4%, 6.1%, ?
O=C(O)/C=C/c1coc2ccc(F)cc2c1=O
→ -11.2%, 1.0%, -1.3%
Cc1ccccc1C(=O)NC(=S)Nc1ccc(S(=O)(=O)N2CCOCC2)cc1
→ -5.6%, 4.3%, -17.3%
Cc1cc(C)cc(NC(=O)CCn2c(=O)c3cccn3c3ccccc32)c1
→ -25.7%, -8.2%, -1.0%
Cc1cc(C)c(NC(=S)NC(CO)(CO)CO)c(C)c1
→ 2.1%, 6.3%, 23.9%
CNc1ccc(OC)cc1-n1cnc(-c2ccc([N+](=O)[O-])cc2)c1
→ 0.2%, -7.9%, -17.5%
O=C1C2C(c3ccccc3)CC=CC2C(c2ccc(C(F)(F)F)cc2)N1Cc1ccccc1 (stereo not drawn)
→ -20.5%, -3.5%, /
Cc1ccc(OCC(=O)NCc2ccccn2)cc1
→ 0.3%, 5.6%, 0.9%
C[C@@H]1COC(=O)[C@@H](Cc2ccc(F)cc2)CC/C=C\C[C@@H](CC(=O)NCCO)C(=O)N1
→ -0.5%, /, -7.4%
NC(=O)[C@@H]1CC2(CC(c3cccc(NC(=O)COc4ccc(Cl)cc4)c3)=NO2)CN1C(=O)COc1ccc(Cl)cc1 (stereo partly drawn)
→ 16.2%, -1.1%, -26.1%
CCCCc1ccc(N2C(=O)[C@@H]3C(CC(N)=O)NC4(C(=O)Nc5ccc(F)cc54)[C@@H]3C2=O)cc1 (stereo partly drawn)
→ -9.0%, 1.3%, -10.1%
COc1ccccc1NC(=S)N1CCN(Cc2ccc3c(c2)OCO3)CC1
→ -3.2%, -4.1%, -3.6%
CCC1SC2=NC(C)=C(C(=O)OCCOC)C(/C=C/c3ccccc3OC)N2C1=O (stereo not drawn)
→ -23.3%, 10.5%, 31.1%
COc1ccc(N=Cc2ccc[nH]2)cc1
→ 2.1%, -9.1%, -9.5%[0.501 µM]
O=C(O)CCn1c(=O)c2ccccc2c2ccccc2c1=O
→ -2.5%, -0.7%, -20.9%
Cc1ccc(C(=O)N/C(=C\c2cn(S(=O)(=O)N(C)C)c3ccccc23)C(=O)N2CCCC2)cc1
→ 6.4%, -1.3%, -11.6%
COc1ccc([C@@H]2CC=C(C(=O)O)CN2S(=O)(=O)c2ccc(C)cc2)cc1OC
→ 17.4%, -16.4%, -4.4%
CCOc1ccccc1C(=O)NC(C(=O)NCc1ccccc1OC)C(C)C (stereo not drawn)
→ 2.2%, 14.2%, -2.1%
O=S(=O)(c1cccc2cccnc12)N1CCCc2ccccc21
→ -8.8%, 11.9%, 0.7%
CCC(=O)N/N=C/c1ccc(OS(=O)(=O)c2ccccc2)cc1
→ 0.1%, 4.1%, 1.9%
Cc1nc(-c2ccccc2)sc1C1(C)CC(c2cccc([N+](=O)[O-])c2)=NO1 (stereo not drawn)
→ -11.9%, 11.7%, -1.6%
Cn1c(=O)cc(SCC(=O)N2CCN(c3ccccn3)CC2)c2ccccc21
→ -20.7%, -9.0%, 3.1%
COc1ccc(C2CN=NC23CCCc2ccccc2C3=O)cc1 (stereo not drawn)
→ -8.2%, 7.1%, 15.1%
O=C(NCc1ccco1)C1CCCN1C(=O)Nc1cccc(Cl)c1 (stereo not drawn)
→ -4.6%, 6.0%, 1.5%
COc1ccccc1C(=O)NCCC(=O)NC(C)CCc1ccccc1 (stereo not drawn)
→ -4.1%, -9.5%, -8.1%

# Following part.
# The line under a structure holds: FEN1 inh, N370S GC, KAT2A inh
Cc1cc(S(=O)(=O)N2CCN(CC(=O)NC(C)(C#N)C3CC3)CC2)ccc1Br (stereo not drawn)
→ 3.2%, -1.2%, -6.3%
CC1(C)C(=O)OC(c2cccn2-c2cccc([N+](=O)[O-])c2)C2(CCCCC2)C1=O (stereo not drawn)
→ /, -2.6%, -1.3%
CNS(=O)(=O)c1cc(NC(=O)c2cnc(SC)n2-c2ccccc2)ccc1C
→ -12.1%, -8.4%, -18.2%
COc1ccc(-c2nc(CSCC(=O)NC3CCCC3)c(C)o2)cc1OC
→ 12.3%, -6.6%, 0.9%
Clc1cccc(CSc2nnc([C@@H]3CCCN3)o2)c1
→ -1.4%, -14.0%, -3.7%
O=S(=O)(Nc1cccnc1)c1cccc(C(F)(F)F)c1
→ -2.4%, -0.4%, -2.3%
CCN1CCN(Cc2ccc(NC(=O)c3cc(NC(=O)c4nccnc4N)cc(OC)c3)cc2C(F)(F)F)CC1
→ -12.6%, -11.2%, -8.3%
CCO[C@@H]1OC(C(=O)N2CCN(Cc3ccc4c(c3)OCO4)CC2)=C[C@H](C2CCCCC2)[C@H]1CCCO
→ -21.5%, -12.8%, -3.5%
c1ccc(-c2nc(CSc3nnc(-c4cccs4)o3)cs2)cc1
→ -2.7%, 3.7%, -4.9%
COc1ccc(C2/C(=C(/O)c3ccc(OC(C)C)cc3)C(=O)C(=O)N2CCCN2CCOCC2)cc1 (stereo not drawn)
→ 3.5%, -15.2%, -3.0%
COCCNC(=O)c1cn(C)c2ccc(S(=O)(=O)N(C)C3CCCCC3)cc2c1=O
→ 18.8%, 11.4%, -4.8%
NC(=O)c1ccc(NC(=O)COC(=O)C2CC(=O)N(Cc3ccccc3)C2)cc1 (stereo not drawn)
→ -4.0%, 12.0%, -3.0%
Cc1cccc(-n2c(C)cc(/C=N\NC(=O)c3cccs3)c2C)c1
→ -13.4%, 10.2%, -14.7%
COc1ccc(N(C(=O)c2snc(C(N)=O)c2N)C(C(=O)NCC2CCCO2)c2ccc(C)o2)cc1OC (stereo not drawn)
→ 0.0%, 2.5%, -5.2%
CC(=O)NS(=O)(=O)c1ccc(N=c2ssc3c2-c2cc(C)ccc2NC3(C)C)cc1
→ 41.9%[activator], -13.9%, -4.7%
Cc1nc(C(=O)NNC(=O)c2cccc(Cl)c2)c(C(F)(F)F)o1
→ -2.8%, -8.4%, -4.9%
O=[N+]([O-])c1ccc(S(=O)(=O)N/N=C/c2ccco2)cc1
→ -2.5%, -7.6%, -7.2%
O=C(NC1CCCCC1)C(c1ccccn1)N(C(=O)c1csnn1)C1CCCCC1 (stereo not drawn)
→ -3.3%, -8.0%, 13.4%
CCN1CCN(c2ccc(S(=O)(=O)N3CCCCC3)cc2NC(=O)COc2ccc(Cl)c(C)c2)CC1
→ -5.2%, -11.8%, -7.7%
CCOc1cc(C(=O)N(CC)CC(=O)Nc2c(F)cccc2F)ccc1OCC(=O)N1CCOCC1
→ -3.4%, -8.9%, -1.0%
CSc1nn(Cc2ccc(Br)cc2)c(N(C(C)=O)C(C)=O)c1S(=O)(=O)c1ccccc1
→ -4.5%, /, -1.2%
Cc1cc(=O)oc2c(C)c(OCC(=O)NCCc3ccc(S(N)(=O)=O)cc3)ccc12
→ 10.6%, -4.6%, -0.6%
CCOCCCn1cc(C(=O)c2cc(Br)ccc2O)cc(C#N)c1=O
→ 5.1%, 7.8%, -5.1%
Cc1ccc2c(c1)C(=NC1CCCCC1)c1cc3ccccc3nc1-2
→ 7.3%, 13.2%, 1.5%
CCN(CC)S(=O)(=O)c1ccc(C)c(NC(=O)COC(=O)[C@@H]2CCCN2C(=O)c2cccs2)c1
→ -5.1%, 5.6%, -12.1%

# Compound profiles, from the list above. Values in the order: FEN1 inh	N370S GC	KAT2A inh
# Results for COc1ccc(-c2nc(CSCC(=O)NC3CCCC3)c(C)o2)cc1OC : 12.3%	-6.6%	0.9%
# Results for CC1(C)C(=O)OC(c2cccn2-c2cccc([N+](=O)[O-])c2)C2(CCCCC2)C1=O (stereo not drawn) : /	-2.6%	-1.3%
# Results for COc1ccc(N(C(=O)c2snc(C(N)=O)c2N)C(C(=O)NCC2CCCO2)c2ccc(C)o2)cc1OC (stereo not drawn) : 0.0%	2.5%	-5.2%
# Results for CCOCCCn1cc(C(=O)c2cc(Br)ccc2O)cc(C#N)c1=O : 5.1%	7.8%	-5.1%
# Results for COCCNC(=O)c1cn(C)c2ccc(S(=O)(=O)N(C)C3CCCCC3)cc2c1=O : 18.8%	11.4%	-4.8%
